V1aR counter = V1a receptor agonism, counter-screen for OXTR agonists | P37288 | CHO-V1R cells, Fluo-8 calcium fluorescence, agonist mode; 0% DMSO, 100% 3 nM vasopressin | activation, % at 3 µM | hit rate 0.25% among 320,000 | AID 2797;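 active means activation above the mean activation of all tested compounds plus 3 SD, per screening run, cut at about 20% in these data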;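 further: signal is peak over basal fluorescence ratio across a 100 second FLIPR read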
Target sequence (P37288 whole entry, looked up): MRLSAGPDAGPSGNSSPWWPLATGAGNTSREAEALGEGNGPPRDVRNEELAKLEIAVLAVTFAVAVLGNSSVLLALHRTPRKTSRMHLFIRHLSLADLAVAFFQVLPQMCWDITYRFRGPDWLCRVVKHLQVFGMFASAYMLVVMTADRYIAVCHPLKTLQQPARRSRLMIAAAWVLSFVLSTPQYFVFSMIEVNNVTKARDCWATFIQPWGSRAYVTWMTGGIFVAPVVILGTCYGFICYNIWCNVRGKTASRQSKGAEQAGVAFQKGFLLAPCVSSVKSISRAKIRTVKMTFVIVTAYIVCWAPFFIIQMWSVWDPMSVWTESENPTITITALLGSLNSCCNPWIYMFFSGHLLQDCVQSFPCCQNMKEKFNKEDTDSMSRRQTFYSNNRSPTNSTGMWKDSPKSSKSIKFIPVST
CHO parental Ca = counter-screen for OX1R antagonists: effect in parental CHO cells; AID 463079; hit rate 0.63% among 330,000; inhibition, % at 5.6 µM; parental CHO-K1, ATP-induced calcium, Fluo-8 fluorescence;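 active means inhibition above that plate's mean sample inhibition plus 3 SD, cut at about 26% in these data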;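 further: 0% = ATP-challenged DMSO wells and 100% = DMSO wells without ATP; some compounds past the cut are filed as inactive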
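Material: parental CHO cells / Compound: single nominal dose of 5.6 µM per compound / Signal: Fluo-8 fluorescence / Replicates: singlicate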
OXTR ag = activates the human oxytocin receptor; P30559; CHO-OTR cells, Fluo-8 calcium fluorescence; normalized: DMSO 0%, oxytocin 100%; activation, % at 3 µM; hit rate 0.32% among 320,000;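 active means activation above the mean of all tested compounds plus 3 SD, cutoff set per screening run, cut at about 20% in these data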;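 further: peak over basal fluorescence ratio from a 100 s FLIPR kinetic read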
Target sequence (P30559 whole entry, looked up): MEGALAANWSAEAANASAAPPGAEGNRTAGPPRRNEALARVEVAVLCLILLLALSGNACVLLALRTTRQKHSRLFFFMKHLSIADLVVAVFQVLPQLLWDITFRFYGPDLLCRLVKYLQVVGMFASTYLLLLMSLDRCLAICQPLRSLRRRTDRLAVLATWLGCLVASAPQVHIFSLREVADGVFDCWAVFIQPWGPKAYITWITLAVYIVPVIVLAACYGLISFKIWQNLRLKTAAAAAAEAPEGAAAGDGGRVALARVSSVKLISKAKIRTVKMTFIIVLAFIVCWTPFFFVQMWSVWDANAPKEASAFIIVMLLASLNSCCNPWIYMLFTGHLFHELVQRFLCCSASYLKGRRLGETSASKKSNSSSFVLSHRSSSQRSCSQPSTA
CHO-K1 Ca ag = counter-screen for M1 agonists: effect in parental CHO-K1 cells. Fluo-8 calcium fluorescence; scaled to maximal ATP response, vehicle zero. activation, % at 3 µM. hit rate 0.48% among 360,000; in the data active means activation above about 15%;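 further: untransfected CHO-K1 host cells lacking M1 receptor as counterscreen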
M1 PAM parental = nonselective activator or artifact in parental CHO-K1 calcium assay; ATP EC20, Fluo-8 calcium fluorescence; 0% at ATP EC20, 100% at ATP max; activation, % at 3 µM; hit rate 0.02% among 360,000;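 active means activation above the run cutoff, the mean activation of all test compounds plus 3 SD, cut at about 40% in these data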;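 further: peak over basal fluorescence ratio in a 140 s read after ATP addition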
TAAR1 antag = human TAAR1 antagonism. Q96RJ0. CHO RD-HGA16 TAAR1, Fluo-8 calcium fluorescence, antagonist. inhibition, % at 3 µM. hit rate 1.5% among 360,000. AID 624466;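 active means inhibition above a per-plate cutoff, the mean inhibition of test compounds on that plate plus 3 SD, cut at about 49% in these data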;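 further: 0% = DMSO plus EC80 beta-PEA response and 100% = DMSO alone without agonist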
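Material: RD-HGA16 CHO cells with stable hTAAR1 and Gα16; Dosing: single nominal final test compound concentration of 3 µM; Schedule: seeding 17-24 h prior, 75-min 37 °C, 30-min RT dye loading; Detection: kinetic Fluo-8 calcium fluorescence measurement; Measure: % inhibition from peak post-agonist over basal fluorescence ratio; Benchmarks: vehicle and agonist controls.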
CHO-K1 Ca antag = counter-screen for M1 antagonists: effect in parental CHO-K1 cells; hit rate 0.6% among 360,000; inhibition, % at 3 µM; ATP-induced calcium, Fluo-8 fluorescence;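 active means inhibition above a per-plate cutoff, the plate's mean sample inhibition plus 3 SD, cut at about 24% in these data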;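 further: 0% = DMSO plus EC80 ATP and 100% = DMSO alone without ATP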
OXTR potentiate = potentiates the human oxytocin receptor response; P30559; CHO-OTR cells, Fluo-8 calcium fluorescence, potentiator mode; 0% = oxytocin EC15, 100% = EC100; activation, % at 3 µM; hit rate 0.061% among 320,000; AID 2445;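 active means activation above that plate's cutoff, the mean activation of tested compounds plus 3 SD, cut at about 6.6% in these data, passing the limit was not always enough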;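 further: 100% uses oxytocin at 75 nM as the full agonist control; some results filed as inactive read as strong as hits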
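Material: human OTR in CHO cells. Compound: 3.0 µM, one dose. Timing: compound 6 min at room temperature before oxytocin, 100 s read. Evaluation: % activation of max/min ratio relative to oxytocin controls. Replication: single well per compound, singlicate. Signal: Fluo-8 calcium dye fluorescence.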
GPR7 antagonist = blocks human GPR7 receptor signaling. GPR7-expressing cells, fluorescence antagonist assay. P48145. inhibition, % at 4.4 µM. hit rate 1.1% among 290,000; in the data active means inhibition above about 16%, passing the limit was not always enough;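 further: cells stimulated with the agonist NPW; 0% = agonist with vehicle and 100% = vehicle without agonist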
The depositor's hits bear a star; nt = no result given.

SMILES	V1aR counter	CHO parental Ca	OXTR ag	CHO-K1 Ca ag	M1 PAM parental	TAAR1 antag	CHO-K1 Ca antag	OXTR potentiate	GPR7 antagonist
NS(=O)(=O)c1cccc(NC(=O)CCSc2ccccc2Cl)c1	0.2	-2	2.2	0.8	0	12	-4	0	-4
CCc1ccc(N(CC(=O)NCc2ccco2)C(=O)CCC(=O)Nc2ccccn2)cc1	0.6	-14	1.4	1.5	16	-1	-9	-8	-6
CC1CCN(S(=O)(=O)c2ccc(NC(=O)Cn3nnc(-c4ccccc4)n3)cc2)CC1	0.2	11	0.3	0.8	18	-20	1	3	-17
O=C1NC[C@@H](CCCCN2C[C@H](Cc3ccc(O)cc3)N(CCc3ccccc3)C(=O)C2=O)N(CCc2ccccc2)C1=O	nt	nt	nt	4.2	14	4	-8	nt	nt
CCOC(=O)c1c(C)[nH]c(C(=O)COC(=O)CCC2CCCC2)c1C	-0.3	4	0.2	-0.2	-2	-3	-7	4	1
COc1cc(C(=O)NC2CC3CCCC(C2)N3C2CC2)cc(OC)c1OC (stereo not drawn)	0.2	-2	-0.5	0.6	12	-6	-13	-16	-6
Cc1ccc(CC(=O)N2CCN(c3ccc([N+](=O)[O-])cc3)CC2)cc1	5.8	17	4.8	5.5	-5	4	5	-19	39*
O=C(NCCc1ccccc1)C1CCN(S(=O)(=O)N2CCCCC2)CC1	3.9	-12	1.5	3.5	7	-4	-7	-6	17
CCCC(C)c1nnc(NC(=O)C2CCCO2)s1 (stereo not drawn)	0.1	2	-0.6	0.7	6	6	-14	-10	-17
COc1cccc(-c2cc(C(=O)Nc3cccc(O)c3)no2)c1	3.3	-6	12	3.6	-11	34	1	-3	-11
COc1ccc(C2Nc3ccccc3C(=O)N2NS(=O)(=O)c2ccc(C)cc2)c(OC)c1 (stereo not drawn)	-1.0	-7	-1.7	-0.5	9	-21	-3	-6	13
CC(=O)NC(CCCN1C(=O)c2ccccc2C1=O)c1nnn(C)n1 (stereo not drawn)	1.0	14	-0.5	1.4	25	-7	-14	-2	5
O=C(COC(=O)c1ccc2ncsc2c1)NCc1ccc(F)cc1	1.3	-14	1.0	2.8	7	1	-15	-4	nt
CCOC(=O)c1c(C=O)c(C)n(Cc2ccc(C)cc2)c1C	-0.8	3	-1.4	0.4	17	-2	-15	-7	-2
Cc1ccc(-c2cc(C(=O)NCCCN3CCOCC3)no2)cc1	2.5	-12	1.5	2.5	17	-14	-25	-5	-11
O=C1Nc2ccc(Br)cc2C1Cc1ccccc1F (stereo not drawn)	1.4	-12	5.2	2.3	19	-9	-6	-7	-16
CSC(=S)N(C)C1CCS(=O)(=O)C1 (stereo not drawn)	0.7	-4	0.3	0.4	17	-17	-10	2	0
COc1ccc(CNC(=O)c2cncc(Br)c2)cc1	-0.8	2	-0.4	1.2	0	3	4	-8	1
CSc1nnc2c3cc(F)ccc3n(C)c2n1	-0.1	2	-1.0	-0.1	20	-4	-10	-6	-3
COc1ccc(C(=O)Nc2ccc(S(=O)(=O)NC(C)C)cc2)cc1	5.3	1	3.2	5.4	22	13	-16	-10	15
COc1ccc(CCn2ccc(O)c(Cc3ccc(Cl)cc3Cl)c2=O)cc1OC	0.0	-15	-2.1	1.6	7	-12	-8	-9	-15
Cc1ccc(C(=O)NCc2ccco2)cc1S(=O)(=O)N1CCCC1	0.8	-8	-0.7	0.3	-15	-13	14	-6	-6
O=C(NCc1ccccc1Cl)c1ccc(CSc2nc3ccncc3[nH]2)cc1	2.2	-11	1.8	6.1	15	23	-16	-5	0
Cc1cccc(C)c1Nc1nnc(SCC(=O)c2ccc(Br)s2)s1	0.2	-33	-1.7	0.1	0	-6	3	-10	-9
COCCCN(Cc1ccco1)C(=O)Cn1ncc2c(=O)oc3ccc(C)cc3c21	-0.5	-15	-0.2	1.6	10	-4	-21	5	2

(more compounds)
SMILES	V1aR counter	CHO parental Ca	OXTR ag	CHO-K1 Ca ag	M1 PAM parental	TAAR1 antag	CHO-K1 Ca antag	OXTR potentiate	GPR7 antagonist
O=c1[nH]c(N2CCOCC2)nc2c1CCCC2	-1.1	5	-0.9	0.3	12	13	0	-12	-12
CCC(C(=O)NCc1ccccc1OC)c1ccccc1 (stereo not drawn)	-1.6	-16	-1.5	0.6	10	-8	-12	-10	-1
C/C(=N/NC(=O)c1ccccc1)C(=O)O	1.2	-5	-0.5	1.0	19	-11	-9	-4	-2
COC(=O)c1ccc(C(=O)OC)c(NC(=S)N2CCC(C)CC2)c1	0.8	-8	-2.1	2.1	22	2	-9	3	0
CC(=O)Nc1ccc(S(=O)(=O)NCC2CCC(C(=O)NCc3ccccc3)CC2)cc1 (stereo not drawn)	-0.2	-4	1.2	0.3	11	-19	-10	-2	2
O=C(Cn1cnc2ccccc21)Nc1ccccc1-c1ccccc1	-0.6	-10	-0.9	0.4	-4	-5	-2	-13	-5
FC(F)(F)c1nnc2c(Sc3ccc(Cl)cc3)nc3ccccc3n12	-0.2	-4	1.2	-0.4	-9	-6	39*	3	-11
CC1C(=O)N(Cc2cn(CCC3OCCO3)nn2)CCS(=O)(=O)N1Cc1ccc(-c2cccc(CO)c2)cc1 (stereo not drawn)	nt	nt	nt	0.9	27	2	-20	nt	nt
O=c1cc(-c2ccccc2)oc2ccccc12	-1.0	3	-0.7	0.9	5	-5	8	-8	nt
CCOc1ccc(NC(=O)CC(Cc2cc(C)cc(C)c2)C(=O)O)cc1 (stereo not drawn)	nt	nt	nt	0.0	-4	6	-1	nt	-9
COc1ccc(OCC(=O)N2CCN(C(=O)c3ccc(F)cc3)CC2)cc1	0.1	0	0.3	0.1	6	12	-3	1	-5
COc1ccc(CC(N)c2csc(NC(=O)Cc3ccccc3)n2)cc1 (stereo not drawn)	nt	nt	nt	8.0	20	16	-3	nt	nt
COC(=O)c1ccc(Cn2nnc3c(=O)[nH]c(C4CCN(S(=O)(=O)c5cc(C)ccc5C)CC4)nc32)cc1	0.1	-19	-0.5	0.3	12	-33	-18	-11	-18
O=C(CSc1nnc(-c2ccncc2)n1CC1CCCO1)Nc1ccccc1Cl (stereo not drawn)	-0.3	0	0.3	0.5	-2	4	-9	-11	3
COCc1cc(CN2CCN(C)CC2)c(O)c2ncccc12	1.4	-14	0.9	0.1	-4	-1	6	2	7
O=C(CSc1nc(NS(=O)(=O)c2ccccc2)cc(=O)[nH]1)Nc1ccccc1C(F)(F)F	0.2	4	-0.4	-0.2	10	-16	-8	-5	8
Cc1[nH]nc2ncc(C(=O)c3cc(Cl)cc(Cl)c3O)cc12	-0.4	-2	-0.5	0.0	1	-16	-4	3	-1
COc1ccc(NC(=O)N(C2CCCCC2)C2CCN(C(C)C)CC2)c(OC)c1	nt	nt	nt	0.3	-5	10	-3	nt	-9
O=C(CSc1nnnn1-c1ccccc1)CSc1nnnn1-c1ccccc1	1.7	-2	0.9	0.7	-1	-11	-4	-10	-13
COCCn1c(SCc2ccc(C)cc2)nc2c1c(=O)[nH]c(=O)n2C	-1.2	2	-1.3	2.0	20	-2	-2	-2	nt
N=C1/C(=C\c2ccc(Br)o2)C(=O)N=C2SC(CC(=O)N3CCOCC3)=NN12	2.1	1	0.5	-0.2	-6	3	-1	-5	-8
Cc1nn(C)c(C)c1NS(=O)(=O)c1ccc(Cl)cc1	0.9	-7	0.6	1.2	-2	9	1	-5	nt
COCC(=O)Nc1c(C(=O)Nc2ccccc2OC)oc2ccccc12	-0.6	-14	-1.4	0.5	6	13	-12	-2	-23
Cc1ccn(CC(=O)N2CCCC(N3CCN(c4ccc(F)cc4)CC3)C2)n1 (stereo not drawn)	nt	nt	nt	4.5	-18	-13	-5	nt	7
Cc1ccc(C(=O)Nc2ccccc2C(=O)NCc2ccccc2)cc1	0.6	-29	-0.6	0.5	21	nt	-9	-2	-1

Overlap with the part before: 3 entries, followed by the next part.
SMILES	V1aR counter	CHO parental Ca	OXTR ag	CHO-K1 Ca ag	M1 PAM parental	TAAR1 antag	CHO-K1 Ca antag	OXTR potentiate	GPR7 antagonist
COCC(=O)Nc1c(C(=O)Nc2ccccc2OC)oc2ccccc12	-0.6	-14	-1.4	0.5	6	13	-12	-2	-23
Cc1ccn(CC(=O)N2CCCC(N3CCN(c4ccc(F)cc4)CC3)C2)n1 (stereo not drawn)	nt	nt	nt	4.5	-18	-13	-5	nt	7
Cc1ccc(C(=O)Nc2ccccc2C(=O)NCc2ccccc2)cc1	0.6	-29	-0.6	0.5	21	nt	-9	-2	-1
COc1ccc(N(C(=O)c2cccnc2)S(=O)(=O)c2cc(OC)ccc2OC)cc1	0.2	-25	0.3	1.7	-9	-4	-1	-7	-6
O=C(Cn1cnc([N+](=O)[O-])c1)Nc1cc(Oc2ccc(Cl)cc2Cl)cc([N+](=O)[O-])c1	1.2	7	0.8	-0.3	5	4	-3	-4	17
COc1ccc(NC(=O)[C@H](COCc2ccccc2)NC(=O)OC(C)(C)C)cc1	-0.4	-22	-2.2	1.0	24	7	-15	-11	-2
O=C(Nc1ccccc1)c1cc(S(=O)(=O)N2CCCCC2)ccc1N1CCOCC1	-0.4	8	-1.7	0.0	10	-1	-8	0	nt
CC(=O)Nc1cccc(C(=O)/C=C/c2ccc(C)cc2)c1	3.0	-15	3.1	2.9	3	-9	4	-1	9
CCOc1ccccc1NC(=O)CSc1nnc(-c2cccnc2)o1	1.1	-17	2.0	0.1	-28	9	15	-7	nt
CCOCC(=O)Nc1ccc(S(=O)(=O)N2CCC(c3nc4ccccc4[nH]3)CC2)cc1	-0.2	-20	-0.9	1.1	14	-10	-3	1	nt
CC(=O)NC(=S)NNC(=O)CCc1ccccc1	0.1	-7	0.3	0.2	18	-11	-12	-9	-2
CCCOc1ccc(F)cc1-c1cc(C(=O)NC2CCCCC2)[nH]n1	nt	nt	nt	-0.3	-13	-8	-5	nt	nt
Cc1ccc(SCCNC(=O)c2cccc([N+](=O)[O-])c2C)cc1	0.9	-8	-0.8	1.2	9	-10	2	-7	3
CC(C)=NNc1cc([N+](=O)[O-])cc2c1C(=O)N(C)S2=O (stereo not drawn)	0.2	1	-0.5	0.7	6	14	0	-10	-13
COc1ccccc1NS(=O)(=O)c1cc(NC(=O)C2CCCO2)ccc1C (stereo not drawn)	-0.3	-6	-0.6	0.5	9	-14	-8	-5	nt
Cc1sc2nc(CSCC(=O)Nc3ccc(C(=O)N(C)C)cc3)[nH]c(=O)c2c1C	1.4	-3	1.9	1.3	6	12	-16	-3	nt
O=c1c2ccccc2cnn1Cc1n[nH]c(=S)n1-c1ccc(Cl)cc1Cl	0.5	-4	-0.2	nt	nt	nt	nt	-2	-8
CCc1noc(C)c1C(=O)Nc1nc2c(C)cc(C)cc2s1	-1.5	-28	-2.7	-0.4	11	-12	-2	-2	nt
COC(=O)c1cc(NC(=O)c2ccccc2)c(=O)oc1C/C=N\OCc1ccc(Cl)cc1Cl	1.2	-22	2.1	2.0	14	5	-18	-2	9

Bioassay records: PubChem, The Scripps Research Institute Molecular Screening Center
